eIF4E-4G inh: eIF4E/eIF4G interaction inhibition in translation initiation | hit rate 0.37% among 220,000 | TR-FRET eIF4E-eIF4GI(517-606) binding, 2 h | inhibition, % at 21.7 µM | AID 782;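 active means inhibition above about 30%, limit read from the data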;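 further: 0% = full FRET control wells and 100% = background wells lacking eIF4GI fragment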
TNF necrop inh: blocks TNF-alpha induced death of Jurkat FADD-/- cells; Jurkat FADD-/- TNF necroptosis rescue, ATP luminescence, 24 h; 0 = TNF only, 100 = no-TNF cells; hit rate 0.068% among 220,000; activation (protection from cell death), % at 10 µM;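 active means activation, meaning protection from cell death, of at least 50% relative to plate controls; inactive means activation below 50%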;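 further: necroptosis triggered by 40 ng/mL TNF-alpha added together with compound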
KCC2 mod: KCC2 (human) Cl- transport modulation | Q9H2X9 | KCC2 cells, thallium flux FluoZin-2 fluorescence | hit rate 2.2% among 190,000 | B-score of Tl+ flux slope (higher = more flux/activation; lower = inhibition) at 10 µM | AID 1456;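 active means thallium flux slope and its plate-corrected score both differing from the plate sample mean at a set confidence after two filtering rounds, in either direction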;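 further: slope of fluorescence scaled to starting intensity during 10 to 20 s after thallium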
PERK inh: blocks human PERK kinase; hit rate 0.17% among 220,000; Q9NZJ5; inhibition, % at 5.6 µM; CHO PERK-DD fusion, SEAP luminescence translation reporter;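 active means inhibition above the mean inhibition of all tested compounds plus 3 SD, set separately per screening campaign, cut at about 2.9% in these data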;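 further: PERK kinase domain activated by AP20187 dimerizer at 100 nM; 0% = DMSO with dimerizer and 100% = rapamycin at 8.4 µM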
Target sequence (Q9NZJ5 whole entry, looked up, the tested form may be a part): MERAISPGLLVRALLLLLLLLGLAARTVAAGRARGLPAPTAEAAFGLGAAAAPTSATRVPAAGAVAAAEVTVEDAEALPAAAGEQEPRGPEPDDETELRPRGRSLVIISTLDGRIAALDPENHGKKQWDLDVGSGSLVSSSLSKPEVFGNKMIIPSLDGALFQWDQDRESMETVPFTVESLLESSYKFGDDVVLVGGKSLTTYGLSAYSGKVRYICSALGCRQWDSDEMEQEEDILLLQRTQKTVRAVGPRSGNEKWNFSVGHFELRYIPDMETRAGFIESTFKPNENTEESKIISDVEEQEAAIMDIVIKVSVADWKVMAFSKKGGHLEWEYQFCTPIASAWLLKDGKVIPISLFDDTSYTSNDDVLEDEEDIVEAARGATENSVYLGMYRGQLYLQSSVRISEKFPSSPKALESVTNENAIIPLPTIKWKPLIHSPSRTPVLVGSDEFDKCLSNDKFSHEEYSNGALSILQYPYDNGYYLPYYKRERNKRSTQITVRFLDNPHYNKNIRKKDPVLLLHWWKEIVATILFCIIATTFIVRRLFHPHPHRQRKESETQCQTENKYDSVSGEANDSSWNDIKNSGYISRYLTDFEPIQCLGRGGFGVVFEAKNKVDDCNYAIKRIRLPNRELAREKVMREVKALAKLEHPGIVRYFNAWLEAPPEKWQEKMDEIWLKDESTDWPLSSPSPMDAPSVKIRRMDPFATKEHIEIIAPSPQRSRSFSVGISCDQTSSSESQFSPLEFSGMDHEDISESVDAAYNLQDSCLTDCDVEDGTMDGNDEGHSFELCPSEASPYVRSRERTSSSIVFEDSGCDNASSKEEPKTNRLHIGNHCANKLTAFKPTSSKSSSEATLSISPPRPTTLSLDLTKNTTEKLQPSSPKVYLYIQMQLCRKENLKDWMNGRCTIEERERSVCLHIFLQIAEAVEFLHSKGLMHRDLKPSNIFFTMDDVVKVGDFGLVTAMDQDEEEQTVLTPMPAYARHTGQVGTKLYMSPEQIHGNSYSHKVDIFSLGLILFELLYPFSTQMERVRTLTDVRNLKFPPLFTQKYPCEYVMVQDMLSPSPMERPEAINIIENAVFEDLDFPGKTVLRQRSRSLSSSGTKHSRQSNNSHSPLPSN
MDM2 E3 inh: blocks human Mdm2 ubiquitin ligase activity; Q00987; cell-based MDM2 ubiquitination luciferase reporter, 2 h; 0 = plate control, 100 = twice control, blank-subtracted; signal enhancement, % at 5 µM; hit rate 0.11% among 210,000;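 active means signal enhancement of 30% or more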;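 further: luminescence tracks abundance of the self-degrading MDM2-luciferase fusion protein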
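Material: Stable MDM2–luciferase fusion reporter cells | Amount: 2000 cells seeded into each well | Dosing: One concentration, 5 µM, with 0.2% DMSO | Incubation: 4 h cell settling then 2 h compound exposure, 37 °C | Measured by: Luciferase luminescence | Read-out basis: % enhancement relative to plate controls after blank subtraction | Benchmarks: Control and blank well means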
Rad51 HR inh: blocks human Rad51 in homologous recombination; hRad51 DNA strand exchange, fluorescence dequenching; inhibition, % at 10 µM; hit rate 0.085% among 200,000; AID 1385;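 active means inhibition above 40% at the single screening dose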;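 further: 0% = DMSO control wells and 100% = blanks with heterologous ssDNA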
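Test system: preformed human Rad51 ssDNA filaments. Compound dosing: single dose, 10 µM final compound. Incubation: filaments 15 min 37 °C, then compound 30 min. Technique: FRET fluorescence dequenching, excitation 485 nm, emission 520 nm. Read-out basis: percent inhibition from fluorescence, normalised to plate control and blank means. Benchmarks: plate controls and plate blanks.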
zVAD death inh: L929 zVAD cell death inhibition | L929 zVAD necroptosis rescue, ATP luminescence, 24 h; with zVAD 60 µM | viability rescue, % at 10 µM | hit rate 0.38% among 220,000;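 active means activation, scaled between plate controls, above about 75%, limit read from the data; inactive means activation under that limit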;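 further: 0% = zVAD with DMSO and 100% = DMSO alone without zVAD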
EBV gp42 block: inhibitors of Epstein-Barr virus glycoprotein 42. Fluorescence polarization binding assay, mP read-out. hit rate 0.42% among 220,000. inhibition, % (tested at 21.74 µM). AID 1085. Q1HVG2; in the data active means inhibition above about 50%
m-calpain inh: inhibitors of pig calpain II | purified calpain II, fluorogenic peptide substrate, 30 min | inhibition, % at 16 µM | hit rate 0.37% among 220,000 | AID 1236;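 active means inhibition above about 50%, limit read from the data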
Numbers without * were called inactive; / = not tested or not shown; [ ] = dose if it differs, or a comment.

SMILES	eIF4E-4G inh	TNF necrop inh	KCC2 mod	PERK inh	MDM2 E3 inh	Rad51 HR inh	zVAD death inh	EBV gp42 block	m-calpain inh
COc1ccc(NC(=O)c2sccc2C)c([N+](=O)[O-])c1	-1	-1.9	-0.16	0.2	-10	1	-0.8	-5	13
O=C(c1ccc(Cl)c(Cl)c1)N1CCC(=O)N(C(COCc2ccc(Cl)cc2)Cc2ccccc2)CC1 (centres undefined)	-1[fluorescence artefact?]	0.8	-0.89	-0.1	/	6	0.8	1	2
O=C(CN(Cc1cccs1)C(=O)CNS(=O)(=O)c1ccc(F)cc1)NCc1ccco1	2[fluorescence artefact?]	0.5	/	0.3	8	-5	0.4	-25	-26
NC(=S)n1[nH]c(-c2ccccc2)c(N=Nc2ccccc2C(=O)N2CCOCC2)c1=O	-1	-0.7	/	0.4	-6	-5	-0.4	-16	-19
CSc1ncccc1C(=O)OCC(=O)N(C)C1CCS(=O)(=O)C1 (centres undefined)	7	0.0	0.63	1.2	-13	5	-0.5	-9	-22
CCCCSc1nnc2n(CCc3ccccc3)c(=O)c3c4c(sc3n12)COC(C)(C)C4	-1	-0.4	-1.3	-0.7	5	5	-0.5	-13	7
COc1ccc(-c2noc(N3CCC(C(=O)N4CCN(c5ccccn5)CC4)CC3)n2)cc1	2	-9.9	/	-2.0	-18	2	1.9	-3	-16
CC(C)Sc1nc2ccccc2n1CC(=O)NCc1ccc2c(c1)OCO2	3	-1.8	-1.5	-0.1	-9	-2	0.5	-18	-4
Cc1ccc(-c2noc(C3CCN(S(=O)(=O)c4ccc5c(c4)OCCO5)CC3)n2)o1	0	-4.9	0.14	-1.2	-13	9	-0.3	-8	-29
Cn1cnnc1SCC(=O)OCN1C(=O)c2ccccc2C1=O	0	-0.3	/	0.4	-3	-5	0.4	-13	11
COc1ccc(C=C(c2ccc(OC)cc2)c2ccc(OC)cc2)cc1	-14	0.5	0.41	-0.3	-11	5	-0.4	2	-104
COC(=O)C1=C(N)Oc2cc(N(C)C)ccc2C1c1ccccc1OC (centres undefined)	-2	-9.6	/	0.0	-11	-3	-0.6	-13	12
CCn1cc(/C=N/NC(=O)c2ccc(C#N)cc2F)c2ccccc21	-4	2.0	-0.85	-0.8	-3	-3	0.1	-1	-5
O=C(N/N=C/c1ccc(Cl)c([N+](=O)[O-])c1)c1ccc2nc[nH]c2c1	7	-15	-0.66	0.3	-14	-3	0.2	-15	-23
CC(O/N=C\c1ccccc1O)C(=O)Nc1ccccc1C(=O)N1CCOCC1 (centres undefined)	0	1.1	1.2	-1.2	-15	4	-0.3	4	19
CC1CCCC(NC(=O)CNCc2ccccc2F)C1C (centres undefined)	3	0.9	-0.57	0.9	-10	-7	1.0	-12	-4
O=C(O)c1nn2c(c1Br)NC(c1ccccc1)CC2C(F)(F)F (centres undefined)	2[fluorescence artefact?]	0.2	0.57	1.8	-13	-2	0.0	-18	-3
CC(C)NS(=O)(=O)c1ccc(OCC(=O)N2CCCC2)c(Cl)c1	2	-1.2	-0.35	1.1	-7	-1	-1.6	-3	-65
CC(Sc1nc2c(cc1C#N)CCCCC2)C(=O)O (centres undefined)	-2	-0.9	-1.3	0.8	-22	/	-0.3	-7	-12
O=C(NC1CC1)c1cccc(Nc2ccc(-c3ccc4c(c3)OCCO4)nn2)c1	-10	-4.2	-1.2	-0.2	-21	-3	6.2	3	15

A second format for part of the listing above.
Molecule | eIF4E-4G inh | TNF necrop inh | KCC2 mod | PERK inh | MDM2 E3 inh | Rad51 HR inh | zVAD death inh | EBV gp42 block | m-calpain inh
O=C(O)c1nn2c(c1Br)NC(c1ccccc1)CC2C(F)(F)F (centres undefined) | 2[fluorescence artefact?] | 0.2 | 0.57 | 1.8 | -13 | -2 | 0.0 | -18 | -3
O=C(c1ccc(Cl)c(Cl)c1)N1CCC(=O)N(C(COCc2ccc(Cl)cc2)Cc2ccccc2)CC1 (centres undefined) | -1[fluorescence artefact?] | 0.8 | -0.89 | -0.1 | / | 6 | 0.8 | 1 | 2

Next part.
SMILES	eIF4E-4G inh	TNF necrop inh	KCC2 mod	PERK inh	MDM2 E3 inh	Rad51 HR inh	zVAD death inh	EBV gp42 block	m-calpain inh
COC(=O)c1cc2n(n1)CCN(Cc1ccccc1F)C2=O	/	-0.9	2.2	1.4	-21	-2	0.6	/	/
COc1cc2c(cc1NCc1ccccn1)oc1ccccc12	1[fluorescence artefact?]	-1.0	-0.041	-0.1	-3	-10	0.7	-7	-16
Cc1cc(C)cc(NC(=S)NCc2ccc3c(c2)OCO3)c1	/	-3.3	0.93	0.0	/	3	0.3	/	/
CN(c1ccccc1)C(c1ccc(F)cc1)c1nnnn1C1CCCC1 (centres undefined)	6	-3.5	-1.3	1.3	-6	2	-0.6	2	17
Cc1cc(=O)n2c3ccccc3n(CC(O)CN3CCCC3)c2c1C#N (centres undefined)	0	-0.9	/	-1.0	-8	0	1.1	-15	-4
CCCc1nnc(SCC(=O)N2C(C)CCCC2C)n1CC1CCCO1 (centres undefined)	3	0.7	0.47	-0.2	3	-9	-0.5	4	4
COc1ccc(N2C(=O)/C(=C\c3ccco3)N=C2SCC(=O)NC(C)C)cc1Cl	-1	0.2	0.64	0.3	-8	-13	1.8	-3	-54
COc1ccccc1N(CC(=O)NCCc1ccccc1)S(C)(=O)=O	-6	-1.4	-0.019	0.2	-20	-13	-0.3	7	8
O=C1c2ccccc2C(=O)C12OC2c1ccc(Cl)cc1 (centres undefined)	6	-0.3	0.59	1.2	7	-4	0.9	-17	11
c1ccc(-c2noc(-c3ccno3)n2)nc1	2	5.0	-0.58	1.0	-10	0	1.2	-16	10
Cc1onc(-c2ccccc2)c1-c1ccnn1S(=O)(=O)c1ccc(Cl)cc1	-1	0.0	0.039	-0.6	-11	-20	0.7	-7	18
COc1ccccc1CN1C[C@@H]2C[C@@H](c3cccc(C)c3)N3CCC[C@@]23C1=O	2	0.1	/	-0.1	-9	/	-0.2	6	-28
O=C(Nc1ccc(Cc2ccncc2)cc1)C1CCC(N2C(=O)C3CC=CCC3C2=O)CC1 (centres undefined)	-21	2.5	-1.1	-0.5	-3	1	1.2	-12	-18
O=C(NCc1n[nH]c(=S)n1-c1ccccc1)c1ccc(S(=O)(=O)N2CCCCC2)cc1	1	0.0	-0.46	-0.1	-2	19	1.7	-5	-25
CN(Cc1ccc(O)cc1)C1CCCCC1	0	1.3	/	1.5	19	-3	0.0	-16	-8
COc1cc(C(=O)N[C@@H](C)C(=O)NCc2ccco2)cc(OC)c1OC	-4	-0.2	1.3	-0.4	-15	5	0.2	-2	1
Cc1ccc(OCc2ccc(C(=O)Nc3ccc(S(N)(=O)=O)cc3)o2)cc1	-1	-1.2	-0.44	0.1	-4	-6	1.6	3	14
CCC(C)[C@H](NC(=O)[C@@H]1Cc2ccccc2CN1C(=O)OC(C)(C)C)C(=O)NCC1CCC(C(=O)O)CC1 (some centres undefined)	-2	-0.6	0.56	0.7	-20	17	0.3	-8	-9
Cc1ccc(Nc2nc(N)nc(CN3CCN(c4ccccc4)CC3)n2)cc1Cl	6	-1.1	-1	-1.9	-9	2	0.6	-10	-13
Cc1ccccc1Nc1nc(N)nc(COC(=O)CCS(=O)(=O)c2ccccc2)n1	4	-1.8	1.2	0.8	-6	-4	-2.3	-27	-25

Arranged by molar mass (ascending): some entries from above
SMILES	eIF4E-4G inh	TNF necrop inh	KCC2 mod	PERK inh	MDM2 E3 inh	Rad51 HR inh	zVAD death inh	EBV gp42 block	m-calpain inh
COc1ccc(NC(=O)c2sccc2C)c([N+](=O)[O-])c1	-1	-1.9	-0.16	0.2	-10	1	-0.8	-5	13
O=C(NC1CC1)c1cccc(Nc2ccc(-c3ccc4c(c3)OCCO4)nn2)c1	-10	-4.2	-1.2	-0.2	-21	-3	6.2	3	15
O=C(O)c1nn2c(c1Br)NC(c1ccccc1)CC2C(F)(F)F (centres undefined)	2[fluorescence artefact?]	0.2	0.57	1.8	-13	-2	0.0	-18	-3

(next part)
SMILES	eIF4E-4G inh	TNF necrop inh	KCC2 mod	PERK inh	MDM2 E3 inh	Rad51 HR inh	zVAD death inh	EBV gp42 block	m-calpain inh
CCSc1nc2c(c(=O)[nH]c(=O)n2C)n1CC(O)COc1ccccc1 (centres undefined)	0	-5.9	0.55	0.1	-4	3	0.1	-12	-7
Cc1cc(C)c(C)c(S(=O)(=O)N2CCNCC2)c1C	-1	1.0	1.7	-0.3	-16	6	-1.1	3	28
Cc1ccc(N2C(=O)C3C4C=CC(CNC(=S)Nc5ccc(Cl)cc5)(O4)C3C2=O)cc1 (centres undefined)	7	0.3	0.087	0.6	-6	9	0.2	6	19
Cc1nc2ncc(Br)cc2[nH]1	4	1.3	1.5	-0.1	0	/	/	-2	-13
Cc1cccc(NC(=O)Nc2ccc(C)c(C)c2)n1	-11	-1.4	5.7*	-0.6	-23	-1	75*	2	6
CCOC(=O)C1CCN(C(=O)c2ccccc2NC(=O)c2ccc(Br)cc2)CC1	-3	0.7	0.74	-0.6	-12	6	0.0	-8	28
Cc1cc(OCC#N)nc(N)n1	-2	0.1	1.4	-0.6	-13	-8	5.3	-14	-42
CCOC(=O)N1CCN(C(=O)c2nc3ccccc3s2)CC1	1[fluorescence artefact?]	-1.3	2.1	0.9	-35	11	-0.1	-6	-1
COc1ccc(CCNC(=O)CCSc2nc(-c3ccco3)cc(C(F)(F)F)n2)cc1	0[fluorescence artefact?]	-2.3	/	0.6	/	-6	-0.3	-7	35
CC1CCCCC1NC(=O)Cn1nnc2ccccc2c1=O (centres undefined)	0	1.1	0.02	0.8	6	-6	5.8	-11	-5
CCc1nc(N)c(C#N)c(-c2cccc3ccccc23)c1C	-2	-1.3	0.43	0.9	9	/	-0.3	-18	-29
O=[N+]([O-])c1ccc(-c2nc3ccc([N+](=O)[O-])cc3[nH]2)cc1	-15[fluorescence artefact?]	-12	/	1.2	-4	-4	1.3	75*	-99
CCC(C)(C)NC(=O)c1ccc2c(c1)S(=O)(=O)c1ccccc1C2=O	-2	0.8	-0.049	-2.6	-4	8	0.1	-9	11
CC(C)NS(=O)(=O)c1ccc(OCC(=O)N2CCCC2)cc1	0	-1.5	-0.036	0.2	1	-2	-0.5	-23	-10
Cc1ccc2c(C(=O)CSc3ccccc3)c(C)[nH]c2c1	1	4.3	0.51	0.5	-12	-15	1.1	-114	-32
CS(=O)(=O)N1CCN(c2ccccc2NC(=O)c2cccnc2Cl)CC1	0[fluorescence artefact?]	-0.2	-0.47	0.0	-13	0	0.0	-11	-14
CC1(C)CNC(=O)C=C(c2ccccc2)C1	1	1.2	/	-0.3	-21	6	0.6	-8	4
COc1ccc(C(=O)N2CCN(C3CCN(Cc4ccccc4)CC3)CC2)cc1OC	-10[fluorescence artefact?]	-0.3	-1.2	-0.8	-14	/	2.8	-10	-47
COc1cccc(/C=N\NC(=O)c2sc(N)nc2C)c1OC	-1[fluorescence artefact?]	-0.1	-0.14	0.1	-3	-4	0.6	-4	-8

By substructure, the entries above with bromine (3)
SMILES	eIF4E-4G inh	TNF necrop inh	KCC2 mod	PERK inh	MDM2 E3 inh	Rad51 HR inh	zVAD death inh	EBV gp42 block	m-calpain inh
O=C(O)c1nn2c(c1Br)NC(c1ccccc1)CC2C(F)(F)F (centres undefined)	2[fluorescence artefact?]	0.2	0.57	1.8	-13	-2	0.0	-18	-3
Cc1nc2ncc(Br)cc2[nH]1	4	1.3	1.5	-0.1	0	/	/	-2	-13
CCOC(=O)C1CCN(C(=O)c2ccccc2NC(=O)c2ccc(Br)cc2)CC1	-3	0.7	0.74	-0.6	-12	6	0.0	-8	28

High-throughput results deposited in PubChem by several laboratories.
